Salmonella PhoP GFP = PhoP regulon inhibitors, Salmonella typhi PhoP promoter GFP reporter, confirmatory (AID 1850); Salmonella Typhi PhoP-promoter GFP reporter, fluorescence, 4 h; higher % means a stronger effect; inhibition, % at 50 µM, or IC50 in µM where a hit was titrated; 310,000 tested, 0.33% active; in the data active means a potency from the dose series; inconclusive means inhibition mostly from about 25% at the one dose, without a potency; inactive means the rest, 99 in 100 with inhibition below about 19%;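 further: 0% = induced wells with vehicle and 100% = uninduced wells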
M. tuberculosis HTS = M. tuberculosis growth inhibition, HTS (AID 449762); 330,000 tested, 0.59% active; one-dose inhibition, % at 25 µM; IC50 in µM for titrated hits; M. tuberculosis H37Rv growth inhibition, 7H9 media; higher % means a stronger effect; in the data active means a potency from the dose series; inconclusive means inhibition above about 70% without an active follow-up result;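 further: bacterial growth assessed after seven days of incubation; strong numbers were not always called active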
VEEV TC-83 Vero = inhibitors of VEEV TC-83 cytopathic effect, confirmation, Vero cells (AID 588727) | 350,000 tested, 0.13% active | Vero cells, VEEV TC-83 cytopathic effect inhibition; higher % means a stronger effect | inhibition, % at 20 µM, or IC50 in µM where a hit was titrated; in the data active means a potency from the dose series; inconclusive means inhibition mostly from about 14% at the one dose, without a potency; inactive means the rest, 99 in 100 with inhibition below about 12%; further: strong numbers were not always called active
tuberculosis growth = growth inhibition of non-replicating M. tuberculosis (AID 488890) | Mycobacterium tuberculosis non-replicating, growth inhibition; higher % means a stronger effect | 320,000 tested, 0.39% active | one-dose inhibition, % at 25 µM; IC50 in µM for titrated hits; in the data active means a potency from the dose series; inconclusive means inhibition mostly from about 82% at the one dose, without a potency; inactive means the rest, 99 in 100 with inhibition below about 76%;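 further: plate controls were DMSO cells for no effect and high antibiotic wells for full effect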
influenza NS1A = NS1A inhibition, H1N1 influenza, cell based functional assay (AID 504329); NS1A functional cell-based assay, percent inhibition; higher % means a stronger effect; inhibition, % at 12.5 µM; hits with a dose series show IC50 in µM; 340,000 tested, 0.3% active; in the data active means a potency from the dose series; inconclusive means inhibition above about 27% without an active follow-up result; further: strong numbers were not always called active
VEEV TC-83 Vero 10K pilot screen = also measured in VEEV TC-83 Vero; calls as there; inhibition, %; measured here: 10K pilot screen inhibition
* hit, by the source's call. Hits appear at their usual frequency; any-hit rate near 1.6%.

`Cc1ccc(N2C(=O)NC(=O)/C(=C\c3cc(C)n(-c4ccc(C(=O)O)cc4)c3C)C2=O)cc1` gave Salmonella PhoP GFP -7%, M. tuberculosis HTS 1%, VEEV TC-83 Vero 0.7%, tuberculosis growth -8% and influenza NS1A -1%.
Cc1ccc2c(c1)-c1c(cnn1CC(=O)NC(C)CCc1ccco1)CO2 (centres undefined) was read as Salmonella PhoP GFP -1%, M. tuberculosis HTS 0%, VEEV TC-83 Vero 6.8%, tuberculosis growth 13% and influenza NS1A -4%.
CN(CCOc1ccc(Cl)cc1)C(=O)c1cccc(S(=O)(=O)N2CCN(Cc3ccccc3)CC2)c1 was read as VEEV TC-83 Vero 2.2% and influenza NS1A -2%.
`CC(=O)c1cccc(NC(=O)c2ccc3c(c2)OCO3)c1` gave Salmonella PhoP GFP -4%, M. tuberculosis HTS 5%, VEEV TC-83 Vero 5.7%, tuberculosis growth 29% and influenza NS1A 0%.
`CCc1ccc(CN2CCN(C(=O)c3cccc(OC)c3OC)CC2)cc1` gave Salmonella PhoP GFP -23%, M. tuberculosis HTS 7%, VEEV TC-83 Vero inactive, tuberculosis growth 1% and influenza NS1A -1%.
For Oc1ccc(/C=N/NP(=S)(c2ccccc2)c2ccccc2)c(O)c1O the results were Salmonella PhoP GFP -10%, M. tuberculosis HTS 2%, VEEV TC-83 Vero 1.3% and influenza NS1A 8%.
Screening CC(=O)c1cc(C#N)c(Oc2ccccc2)nc1C returned Salmonella PhoP GFP 1%, M. tuberculosis HTS -3%, VEEV TC-83 Vero 2.5%, tuberculosis growth -11% and influenza NS1A -4%.
O=C(NNc1ccccc1)NC(Cc1ccccc1)C(=O)O (centres undefined) was read as VEEV TC-83 Vero 0.5% and influenza NS1A -21%.
`Cc1ccc(S(=O)(=O)c2cn(Cc3ccc(F)cc3)c3cc4c(cc3c2=O)OCO4)cc1` gave Salmonella PhoP GFP -12%, M. tuberculosis HTS 9%, VEEV TC-83 Vero 9.8%, tuberculosis growth 2% and influenza NS1A 4%.
`O=C(NNC(=O)c1ccncc1)Nc1ccc(N=Nc2ccccc2)cc1` gave VEEV TC-83 Vero 1.4% and influenza NS1A 3%.
`O=C1CCc2cc(S(=O)(=O)NCCC(=O)NC3CCCCC3)ccc2N1` gave Salmonella PhoP GFP 5%, M. tuberculosis HTS -8%, VEEV TC-83 Vero 0.9%, tuberculosis growth -6% and influenza NS1A -8%.
For COc1ccc(S(=O)(=O)N[C@@H](Cc2ccc(Cl)cc2)C(=O)N2CC[C@@]3(O)CCCC[C@H]3C2)cc1 the results were Salmonella PhoP GFP 1%, M. tuberculosis HTS 5%, VEEV TC-83 Vero 5.4%, tuberculosis growth 29% and influenza NS1A 3%.
`CC1CN(C(=O)c2cccc(S(=O)(=O)N3CCN(c4ccc(F)cc4)CC3)c2)CC(C)O1` (centres undefined) gave Salmonella PhoP GFP -4%, M. tuberculosis HTS -1%, VEEV TC-83 Vero 0.4%, tuberculosis growth -9% and influenza NS1A -7%.
For CC(Cc1c[nH]c2ccccc12)NC(=O)C1CCCNC1=O (centres undefined) the results were Salmonella PhoP GFP -8%, M. tuberculosis HTS 16%, VEEV TC-83 Vero 0.6%, tuberculosis growth -3% and influenza NS1A 5%.
Screening Cc1ccc(C(=O)N(CC#N)CC#N)cc1C returned Salmonella PhoP GFP -4%, M. tuberculosis HTS 4%, VEEV TC-83 Vero 0.6%, tuberculosis growth -10% and influenza NS1A 0%.
Screening N/C(=N\NC(=O)c1cccs1)c1cc2ccccc2oc1=O returned Salmonella PhoP GFP -6%, M. tuberculosis HTS -1%, VEEV TC-83 Vero 0.5%, tuberculosis growth -15% and influenza NS1A 15%.
`CCCCN1C(=O)C(C(=O)OCc2ccccc2)CC2=C1CCCC2=O` (centres undefined) gave VEEV TC-83 Vero 0.3% and influenza NS1A -8%.
`COc1ccccc1CNC(=O)C1(c2ccc(Cl)cc2)CC1` gave Salmonella PhoP GFP -7%, M. tuberculosis HTS 6%, VEEV TC-83 Vero inactive, tuberculosis growth 31% and influenza NS1A 7%.
`COc1ccc(CC(=O)Nc2cc(C)c3c(=O)oc4ccccc4c3n2)cc1` gave Salmonella PhoP GFP 22%, M. tuberculosis HTS 9%, VEEV TC-83 Vero inactive and influenza NS1A 18%.
Cc1c(NC(=O)c2ccc(-c3cccc([N+](=O)[O-])c3)o2)c(=O)n(-c2ccccc2)n1C was read as Salmonella PhoP GFP 5%, M. tuberculosis HTS -6%, VEEV TC-83 Vero 1.4%, tuberculosis growth -29% and influenza NS1A 5%.

The last 4 entries of the section before open the next one:
`CCCCN1C(=O)C(C(=O)OCc2ccccc2)CC2=C1CCCC2=O` (centres undefined) gave VEEV TC-83 Vero 0.3% and influenza NS1A -8%.
`COc1ccccc1CNC(=O)C1(c2ccc(Cl)cc2)CC1` gave Salmonella PhoP GFP -7%, M. tuberculosis HTS 6%, VEEV TC-83 Vero inactive, tuberculosis growth 31% and influenza NS1A 7%.
`COc1ccc(CC(=O)Nc2cc(C)c3c(=O)oc4ccccc4c3n2)cc1` gave Salmonella PhoP GFP 22%, M. tuberculosis HTS 9%, VEEV TC-83 Vero inactive and influenza NS1A 18%.
Cc1c(NC(=O)c2ccc(-c3cccc([N+](=O)[O-])c3)o2)c(=O)n(-c2ccccc2)n1C was read as Salmonella PhoP GFP 5%, M. tuberculosis HTS -6%, VEEV TC-83 Vero 1.4%, tuberculosis growth -29% and influenza NS1A 5%.
For CCN1CCN(c2cc(C)c3cc(NC(=O)c4cncc(Br)c4)ccc3n2)CC1 the results were Salmonella PhoP GFP 4%, M. tuberculosis HTS -1%, VEEV TC-83 Vero 12%, tuberculosis growth 46% and influenza NS1A 14%.
`c1ccc2c(N3CCCCC3)ncnc2c1` gave Salmonella PhoP GFP 0%, M. tuberculosis HTS -4%, VEEV TC-83 Vero 2.2%, tuberculosis growth -3% and influenza NS1A 8%.
COc1ccc(CC2=CC(=O)c3ccccc3C2=O)cc1 was read as Salmonella PhoP GFP 5%, M. tuberculosis HTS inconclusive, VEEV TC-83 Vero 0.3%, tuberculosis growth inconclusive and influenza NS1A 16%.
`CCOC(=O)/C(=N/Nc1ccc(C)cc1)S(=O)(=O)c1ccc(Cl)cc1` gave Salmonella PhoP GFP -10%, M. tuberculosis HTS inconclusive, VEEV TC-83 Vero 0.7%, tuberculosis growth 49% and influenza NS1A -4%.
Screening CCN1CCN(Cc2cc(=O)oc3cc4c(cc23)CCC4)CC1 returned Salmonella PhoP GFP 3%, VEEV TC-83 Vero 1.1%, tuberculosis growth 34% and influenza NS1A 4%.
CCOC(=O)c1c(C#N)c(SCC(=O)Nc2ccc(OC)cc2)nc2c1CN(CC)CC2 was read as Salmonella PhoP GFP 13%, M. tuberculosis HTS 1%, VEEV TC-83 Vero inactive, tuberculosis growth 19% and influenza NS1A 9%.
Screening COc1ccc(CCNC(=O)c2nnn(-c3ccc4c(c3)OCCO4)c2N)cc1OC returned Salmonella PhoP GFP -3%, M. tuberculosis HTS 10%, VEEV TC-83 Vero 6.9%, tuberculosis growth 18% and influenza NS1A -3%.
Screening CC(=O)Nc1ccc(S(=O)(=O)Nc2ccc3ccccc3n2)cc1 returned Salmonella PhoP GFP 0%, M. tuberculosis HTS -4%, VEEV TC-83 Vero 6.5%, tuberculosis growth -3% and influenza NS1A -5%.
Screening CC(=O)NNC(=O)CN1C(=O)/C(=C/c2ccccc2)SC1=S returned Salmonella PhoP GFP -12%, M. tuberculosis HTS 5%, VEEV TC-83 Vero inactive, tuberculosis growth 5% and influenza NS1A -5%.
`O=C(Oc1ccc([N+](=O)[O-])cc1)c1cccnc1` gave Salmonella PhoP GFP 12%, M. tuberculosis HTS -2%, VEEV TC-83 Vero 1.5%, tuberculosis growth 29% and influenza NS1A -2%.
For COc1ccc(OC)c(CNC(=O)CCC(=O)N2Cc3ccccc3Oc3ncccc32)c1 the results were Salmonella PhoP GFP 4%, M. tuberculosis HTS 1%, VEEV TC-83 Vero 1.2%, tuberculosis growth 15% and influenza NS1A -4%.
CC1(C)C2CCC1(CS(=O)(=O)Nc1ccc(S(=O)(=O)NC3CCCCC3)cc1)C(=O)C2 (centres undefined) was read as Salmonella PhoP GFP -2%, M. tuberculosis HTS 1%, VEEV TC-83 Vero inactive, tuberculosis growth 12% and influenza NS1A -4%.
O=C1c2ccccc2C(=O)N1CCC#Cc1ccc2cc(CCO)oc(=O)c2c1 was read as M. tuberculosis HTS -1%, VEEV TC-83 Vero inactive, tuberculosis growth -4% and influenza NS1A 1%.
Screening Cc1cccc(N2CCN(C(=O)CCC(=O)N3CC(C)Oc4ccccc43)CC2)c1C (centres undefined) returned Salmonella PhoP GFP -6%, M. tuberculosis HTS 3%, VEEV TC-83 Vero 10.0%, tuberculosis growth -13% and influenza NS1A 5%.
Screening C[C@H](NC(=O)[C@@H]1Cc2ccccc2CN1C(=O)OC(C)(C)C)C(=O)NC1CCCC1 returned Salmonella PhoP GFP -2%, M. tuberculosis HTS -3%, VEEV TC-83 Vero 3.2%, tuberculosis growth 9% and influenza NS1A -24%.
Screening O=C(Oc1ccc(-c2csnn2)cc1)c1cccs1 returned Salmonella PhoP GFP -6%, M. tuberculosis HTS 39%, VEEV TC-83 Vero 1.4%, tuberculosis growth 76% and influenza NS1A 9%.
For O=C(Nc1ccc(-n2cccn2)cc1)C1CCN(Cc2ccccn2)CC1 the results were Salmonella PhoP GFP -6%, M. tuberculosis HTS -9%, VEEV TC-83 Vero 0.1%, tuberculosis growth 6% and influenza NS1A 10%.
Screening O=C(Cc1c(F)cccc1Cl)NNC(=O)c1ccco1 returned M. tuberculosis HTS 5%, VEEV TC-83 Vero 0.9%, tuberculosis growth 3% and influenza NS1A -11%.
For CCSc1nnc(NC(=O)CCNS(=O)(=O)c2cc(Br)cnc2N)s1 the results were Salmonella PhoP GFP -5%, M. tuberculosis HTS -4%, VEEV TC-83 Vero 5.2%, tuberculosis growth 2% and influenza NS1A 3%.
For Cc1ccc(Cl)cc1NS(=O)(=O)c1ccc2c(c1)NC(=O)C(C)C(=O)N2 (centres undefined) the results were Salmonella PhoP GFP 11%, M. tuberculosis HTS -2%, VEEV TC-83 Vero 5.0%, tuberculosis growth 17%, influenza NS1A 3% and VEEV TC-83 Vero 10K pilot screen 0.7.
CCn1c2ccccc2c2cc(CN3CCN(S(C)(=O)=O)CC3)ccc21 was read as Salmonella PhoP GFP 10%, M. tuberculosis HTS 8%, VEEV TC-83 Vero 1.8%, tuberculosis growth 9% and influenza NS1A 9%.
Brc1ccccc1OCCN1CCOCC1 was read as Salmonella PhoP GFP -2%, M. tuberculosis HTS -3%, VEEV TC-83 Vero 1.2%, tuberculosis growth -16% and influenza NS1A 1%.
For Cc1ccc(S(=O)(=O)NCCC(=O)OCC(=O)Nc2cccc(Cl)c2)cc1 the results were M. tuberculosis HTS 3%, VEEV TC-83 Vero 1.1%, tuberculosis growth 35% and influenza NS1A -1%.
`CCOc1ccccc1NC(=O)/C=C/c1ccccc1[N+](=O)[O-]` gave Salmonella PhoP GFP -2%, M. tuberculosis HTS -7%, VEEV TC-83 Vero 9.8%, tuberculosis growth 31% and influenza NS1A 5%.
For COCC(C)n1c(SCC(=O)Nc2c(C)n(C)n(-c3ccccc3)c2=O)nc2ccccc2c1=O (centres undefined) the results were M. tuberculosis HTS 12%, VEEV TC-83 Vero 4.3%, tuberculosis growth -5% and influenza NS1A -2%.
Screening Cc1nc(N2CCCCC2C)c2c(C)c(C(=O)Nc3cccc(C(F)(F)F)c3)sc2n1 (centres undefined) returned Salmonella PhoP GFP -5%, M. tuberculosis HTS inconclusive, VEEV TC-83 Vero 2.1%, tuberculosis growth 50% and influenza NS1A -1%.
Screening CCN(CC)S(=O)(=O)c1ccc(C)c(NC(=O)CSc2ncc(C(F)(F)F)cc2Cl)c1 returned Salmonella PhoP GFP -9%, M. tuberculosis HTS 0%, VEEV TC-83 Vero inactive, tuberculosis growth -10% and influenza NS1A 0%.
For COc1cc(C(=O)OCCc2cc3ccccc3c(=O)o2)cc(OC)c1OC the results were M. tuberculosis HTS 2%, VEEV TC-83 Vero 6.3%, tuberculosis growth 59% and influenza NS1A 11%.

2 compounds picked at random from the list so far:
CCn1c2ccccc2c2cc(CN3CCN(S(C)(=O)=O)CC3)ccc21 was read as Salmonella PhoP GFP 10%, M. tuberculosis HTS 8%, VEEV TC-83 Vero 1.8%, tuberculosis growth 9% and influenza NS1A 9%.
`CCOc1ccccc1NC(=O)/C=C/c1ccccc1[N+](=O)[O-]` gave Salmonella PhoP GFP -2%, M. tuberculosis HTS -7%, VEEV TC-83 Vero 9.8%, tuberculosis growth 31% and influenza NS1A 5%.
